# MazF activator: activators of E. coli MazEF toxin-antitoxin RNase, primary screen, biochemical, fluorescence, uHTS. Endoribonuclease toxin MazF (Escherichia coli (strain K12)), P0AE70. FAM/BHQ RNA-DNA oligo cleavage fluorescence, 5 h. activation, % at 20 µM. actives 0.32% (n = 350,000). AID 504720, 2011; in the data active = activation above about 50%
# GDH-TPI counter: GDH-TPI coupling enzyme inhibitors, primary screen, artefact control for M. tuberculosis FBA inhibitor project, biochemical, absorbance, full deck | actives 1.2% (n = 360,000) | inhibition, % at 4.8 µM | GDH-TPI coupled enzyme counterscreen, NADH absorbance;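 note: 0% = DMSO wells and 100% = wells lacking the enzyme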
# BioA inh: M. tuberculosis BioA enzyme inhibitors, primary screen, biochemical, plate reader, single point, HTS; inhibition, % at 9.99 µM; actives 0.096% (n = 360,000); purified M. tuberculosis BioA enzyme; 7,8-diaminopelargonic acid synthase BioA (Mycobacterium tuberculosis); in the data active = inhibition above about 40%; inconclusive = no clear call, values can overlap the other calls
# CCHF vOTU inh: CCHFV vOTU protease inhibitors, primary screen, biochemical, Pep-AMC substrate, fluorescence. actives 0.55% (n = 370,000). AID 651958, 2012. Crimean-Congo hemorrhagic fever virus L polyprotein viral ovarian tumor (vOTU) protease …. inhibition, % at 11.5 µM; note: 0% = vehicle wells with enzyme and 100% = no enzyme wells
# VHR inh abs: VHR1 phosphatase inhibitors, primary screen, biochemical, absorbance, uHTS | Dual specificity protein phosphatase 3 (Homo sapiens), P51452 | recombinant VHR phosphatase, pNPP absorbance | inhibition, % at 13.3 µM | actives 0.52% (n = 290,000); in the data active = inhibition above about 50%; note: some compounds called inactive have numbers as strong as hits
# Target sequence (P51452 whole entry, looked up): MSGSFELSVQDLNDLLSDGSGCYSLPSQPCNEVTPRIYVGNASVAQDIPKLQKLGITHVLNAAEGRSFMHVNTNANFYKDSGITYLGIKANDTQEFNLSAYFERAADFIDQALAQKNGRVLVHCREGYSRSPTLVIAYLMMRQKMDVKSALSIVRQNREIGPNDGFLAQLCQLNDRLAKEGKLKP
# UGM FP inh: M. tuberculosis UGM enzyme inhibitors, primary screen, biochemical, fluorescence polarization, single point. actives 0.06% (n = 320,000). inhibition, % at 10 µM. purified UGM, fluorescence polarization probe displacement. UDP-galactopyranose mutase (Mycobacterium tuberculosis (strain ATCC 25618 / H37Rv)), …. AID 504406, 2011; in the data active = inhibition above about 10%, passing the limit was not always enough; inconclusive = no clear call, values can overlap the other calls
# Target sequence (P9WIQ1 whole entry, looked up): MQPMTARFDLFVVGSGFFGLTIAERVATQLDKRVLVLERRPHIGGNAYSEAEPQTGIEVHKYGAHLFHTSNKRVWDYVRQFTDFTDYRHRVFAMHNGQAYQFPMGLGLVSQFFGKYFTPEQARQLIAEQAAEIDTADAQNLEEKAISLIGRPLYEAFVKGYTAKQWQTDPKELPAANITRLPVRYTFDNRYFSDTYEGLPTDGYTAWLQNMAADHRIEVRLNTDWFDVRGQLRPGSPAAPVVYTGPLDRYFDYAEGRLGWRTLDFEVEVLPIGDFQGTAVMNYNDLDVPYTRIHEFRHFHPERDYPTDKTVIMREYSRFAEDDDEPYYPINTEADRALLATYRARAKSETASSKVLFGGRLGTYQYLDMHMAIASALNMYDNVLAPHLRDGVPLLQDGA
# BoNT F protease: BoNT/F light chain protease inhibitors, primary screen, biochemical, flow cytometry, MLPCN library; inhibition, % at 10 µM; Multiplex microsphere protease cleavage assay; actives 0.22% (n = 360,000); Botulinum neurotoxin type F light chain protease (Clostridium botulinum); AID 588497, 2011; in the data active = inhibition above about 35%, passing the limit was not always enough; inconclusive = no clear call, values can overlap the other calls; note: plate controls were buffer without enzyme for full effect and enzyme alone for no effect
# Rv3671c protease: Rv3671c serine protease inhibitors, primary screen, biochemical, fluorescence polarization, M. tuberculosis H37Rv; P9WHR9; inhibition, % at 5.96 µM; actives 0.048% (n = 320,000); in the data active = inhibition above about 38%;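 note: extracellular domain of Rv3671c used as enzyme; 0% = enzyme with DMSO and 100% = no enzyme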
# Target sequence (P9WHR9 whole entry, looked up, the tested form may be a part): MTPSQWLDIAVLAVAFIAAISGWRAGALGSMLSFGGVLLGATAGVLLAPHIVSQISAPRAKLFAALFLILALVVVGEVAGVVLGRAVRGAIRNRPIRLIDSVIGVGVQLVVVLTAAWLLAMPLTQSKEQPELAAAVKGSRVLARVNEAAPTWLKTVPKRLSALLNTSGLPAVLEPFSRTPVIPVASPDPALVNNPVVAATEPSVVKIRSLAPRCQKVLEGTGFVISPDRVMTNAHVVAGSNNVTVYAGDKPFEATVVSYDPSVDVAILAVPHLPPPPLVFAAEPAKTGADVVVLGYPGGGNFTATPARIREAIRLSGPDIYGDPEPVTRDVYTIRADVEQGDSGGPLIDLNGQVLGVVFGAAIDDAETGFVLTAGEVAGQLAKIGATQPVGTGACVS
# Mtb FBA inh: Mtb FBA enzyme inhibitors, primary screen, biochemical, fluorescence, strain H37Rv | Fructose-bisphosphate aldolase (Mycobacterium tuberculosis (strain ATCC 25618 / H37Rv)), … | purified M. tuberculosis FBA, fluorescence read-out | inhibition, % at 1 µM | actives 2.3% (n = 360,000) | AID 588726, 2011; in the data active = inhibition above about 27%;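 note: 0% = vehicle and 100% = reference inhibitor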
# FadD28 FP inh: inhibitors of FadD28 bisubstrate probe binding, primary screen, biochemical, fluorescence polarization, single point | AID 588549, 2011 | actives 0.22% (n = 360,000) | inhibition, % at 12.5 µM | Mycobacterium tuberculosis FadD28 fatty-acid-AMP ligase; in the data active = inhibition above about 8.5%, passing the limit was not always enough; inconclusive = no clear call, values can overlap the other calls
# The depositor's hits bear a star; u = inconclusive; x = not tested or not shown; & = joins results of further samples. Cut-off read from the data, not from the text of the source, unless noted: active = inhibition above about 30%; inactive = the rest.
Structure	MazF activator	GDH-TPI counter	BioA inh	CCHF vOTU inh	VHR inh abs	UGM FP inh	BoNT F protease	Rv3671c protease	Mtb FBA inh	FadD28 FP inh
COc1cccc(-n2nnc(S(=O)(=O)c3ccc(C)cc3)c2N)c1	2	-2	x	18	11	-0.5	8	3	-1	-4.7
CNC(=O)c1cc(C(=O)c2ccc(F)cc2C(F)(F)F)c[nH]1	7	-6	-0.5	-2	4	-1.5	10	9	-2	x
CC(/C=C1\SC(=S)N(NC(=O)c2cccc(O)c2)C1=O)=C\c1ccccc1	3	10	-1.3	13	7	-3.2	5	-42	-4	-5.0
O=C(c1ccccc1)N1CCN(C(=O)c2nn3c(C(F)(F)F)cc(-c4ccccc4)nc3c2Br)CC1	11	-8	0.6	8	12	2.0	-4	-5	1	-3.0
CCOC(=O)N1CCN(C(=O)c2ccc(CS(=O)(=O)c3c(Cl)cccc3Cl)o2)CC1	5	11	-1.2	0	41	1.4	-6	3	0	0.6
O=C(/C=C/c1cn(CC(O)CN2CCCCC2)c2ccccc12)c1cccs1 (stereo not given)	14	9	x	-1	8	-1.6	-4	-8	1	-2.7
CSc1ncc(C(=O)Nc2ccccc2Cl)c(C)n1	-4	5	0.2	-3	83	-0.7	u	-9	-1	-4.8
Cc1ccccc1N=C1SCC(=O)N1Cc1ccccc1	3	7	2.0	-2	2	0.7	-3	-3	-1	-2.3
C=C(C)C1CC=C(C)/C(=N/NC(=O)c2ccc(NC(=O)c3cccc(C)c3)cc2)C1 (stereo not given)	-7	12	-1.9	-1	19	2.0	-4	2	-1	-0.9
Cc1nnc(NC(=O)CSc2ccccn2)s1	2	1	-1.4	-10	-6	4.0	-4	-9	-3	1.2
Cn1c(Cc2ccccc2)nnc1SCc1nc2ccccc2c(=O)[nH]1	-7	8	1.5	1	11	4.1	-4	-12	6	-0.8
O=C(CN1C(=O)COc2ccccc21)NCCN1CCOCC1	8	-14	1.2	11	-20	1.5	11	0	-1	-4.0
O=C(CC12CC3CC(CC(C3)C1)C2)N1CCN(S(=O)(=O)c2cccs2)CC1	-3	0	x	-2	2	0.7	-11	-6	0	-0.2
O=C1Nc2ccccc2Nc2ccc([N+](=O)[O-])cc21	5	12	-0.8	38*	9	1.1	-11	-27	-1	0.1
CCOC(=O)C1=CCN(S(=O)(=O)c2ccccc2F)C1c1cccc(Br)c1 (stereo not given)	x	x	-2.9	15	x	x	-1	x	-1	-0.5
CCOc1ncccc1C(=O)Nc1ccccc1N1CCOCC1	-3	3	x	-3	x	-0.4	-10	-4	1	-0.6
O=S(=O)(Nc1cccc(-n2cnnn2)c1)c1ccc(F)cc1	2	-2	x	-9	x	x	-4	x	3	0.5
N#CC(c1ccc(Cl)cc1)N1CCOCC1 (stereo not given)	8	4	0.6	0	9	4.3	3	1	1	-1.5
O=C1C2C3c4ccccc4C(Br)(c4ccccc43)C2C(=O)N1c1ccccc1O (stereo not given)	5	0	x	-6	-14	0.7	1	-4	-1	-0.7
CCCCNC(=O)Nc1cc(C(=O)OC)ccc1Cl	-4	-1	-2.5	9	10	0.1	6	-6	0	-0.6
Cc1ccc(OCC(=O)N/N=C\c2c(C)[nH]n(-c3ccccc3)c2=O)c([N+](=O)[O-])c1	-1	16	0.3	-6	56*	1.4	-5	16	-2	-3.3
O=C(Nc1ccc(S(=O)(=O)Nc2ncccn2)cc1)c1ccc(N2CCCC2=O)cc1	-14	4	x	-5	-12	5.8	-14	-5	-1	-1.4
Cc1c(Cl)cccc1NC(=S)NCCCN(C)C	4	5	0.6	-8	11	2.9	-3	-1	4	-0.3
COC(=O)C1=C(C)N(Cc2ccc(C)cc2)C(=O)/C1=C\c1ccc(O)c(OC)c1	-4	16	0.9	7	28	1.4	-8	0	-1	-1.2
O=C(O)Cc1n[nH]c(=O)c2ccccc12	-1	0	x	-6	24	-0.4	-8	-1	1	0.6
Cc1cc(C)cc(N2C(=O)NC(=O)/C(=C\c3cccn3-c3ccccc3)C2=O)c1	-25	-2	x	-3	2	1.2	68*	-13	-3	1.6
NC(=O)[C@H]1CC2(CC(c3cccc(NC(=O)COc4ccc(Cl)cc4)c3)=NO2)CN1C(=O)C(c1ccccc1)c1ccccc1 (stereo not given in full)	-3	7	-0.5	15	22	1.3	-6	-106	1	-7.2
CCCCN(C)C(=O)c1sc(=O)n(Cc2c(C)cccc2C)c1C	x	5	2.5	12	x	x	-5	x	3	-0.9
CCOC(=O)C(C)Sc1nc2c([nH]c3ccccc32)c(=O)n1C (stereo not given)	-4	8	-0.4	27	9	2.4	-15	-5	2	-0.5
CCOc1ccccc1-n1cnc(C#N)c1N	1	-3	x	16	23	1.4	-5	-4	-1	-2.5

# Ordered by length of the SMILES (descending): some entries from above
Structure	MazF activator	GDH-TPI counter	BioA inh	CCHF vOTU inh	VHR inh abs	UGM FP inh	BoNT F protease	Rv3671c protease	Mtb FBA inh	FadD28 FP inh
CCOC(=O)N1CCN(C(=O)c2ccc(CS(=O)(=O)c3c(Cl)cccc3Cl)o2)CC1	5	11	-1.2	0	41	1.4	-6	3	0	0.6
O=C(/C=C/c1cn(CC(O)CN2CCCCC2)c2ccccc12)c1cccs1 (stereo not given)	14	9	x	-1	8	-1.6	-4	-8	1	-2.7
O=S(=O)(Nc1cccc(-n2cnnn2)c1)c1ccc(F)cc1	2	-2	x	-9	x	x	-4	x	3	0.5

# Additional compounds:
Structure	MazF activator	GDH-TPI counter	BioA inh	CCHF vOTU inh	VHR inh abs	UGM FP inh	BoNT F protease	Rv3671c protease	Mtb FBA inh	FadD28 FP inh
COc1ccc(S(=O)(=O)N(C)C[C@@H]2OCc3cnnn3CCCC(=O)N([C@@H](C)CO)C[C@H]2C)cc1	7	-1	-0.9&-0.3&-1.2	-4	x	x	0	x	0	-3.6
CCOc1ccccc1NC(=O)CSc1nnc(CNC(=O)COc2ccc(Cl)cc2)o1	1	2	1.1	4	11	-2.5	u	4	3	-3.0
CCOc1ccc(S(=O)(=O)NCCC(=O)NC2CCN(Cc3ccccc3)CC2)cc1	-6	-6	-0.9	-1	x	-1.3	5	6	0	0.1
Cn1c(O)c(N=Nc2ccccc2)c2ccccc21	-7	10	-0.2	-6	-3	1.1	25	-3	5	-0.7
N#C/C(=C\c1ccccc1Cl)C(=O)NC(=O)Oc1ccccc1	-4	12	1.3	10	37	3.0	-7	4	1	1.3
O=C(COC(=O)CCc1ccc(S(=O)(=O)N2CCOCC2)cc1)Nc1ccccc1[N+](=O)[O-]	-3	-4	-0.7	-7	x	3.1	1	4	-1	-2.4
CC1=CCC2COC(c3ccc[n+](Cc4ccccc4)c3)C1C2 (stereo not given)	6	3	-0.7	0	10	3.1	-25	-3	2	-1.3
Cc1cccc(-n2c(=O)[nH]c3c(C(N)=O)nc(-c4ccccc4Cl)nc32)c1	7	16	-1.5	-7	-10	3.4	4	-3	21	0.2
O=C(CN(C(=O)c1ccccc1)C(=O)c1ccccc1)OCc1ccccc1	-3	-6	x	7	x	x	2	x	-1	-11
CCOC(=O)c1c[nH]c2c(C(F)(F)F)cccc2c1=O	5	5	x	-7	22	-0.1	6	1	5	-2.8
CCN(CC)C(=O)/C=C/c1ccc(OC)c(S(=O)(=O)N2CCCCC2)c1	-8	-2	x	0	-10	-2.6	-4	-4	-3	-2.8
CCOc1ccc(CNc2cccc(SC)c2)cc1	3	-4	x	4	17	3.0	-9	3	-7	-2.3
CC(C)(C)OC(=O)NN=C(c1ccc(O)cc1)c1ccc(O)cc1	6	-2	-0.6	-12	4	2.5	1	1	-4	-1.5
COc1cccc(-n2ccnc2SCC(=O)Nc2cc(C)on2)c1	3	-20	0.6	11	13	5.2	0	5	2	-1.9
CCOC(=O)Cn1nnc2c(sc3nc4c(c(-c5ccccc5)c32)CCC4)c1=O	1	7	-1.3	-1	26	1.5	-8	-13	4	2.1
CC(C)(C)C(=O)Nc1nnc(SCc2ccc(F)cc2)s1	0	-8	x	1	24	-0.7	0	4	2	-1.1
Cc1ccc2c(c1)C(=O)N1c3cc(C)c(C)cc3NC(=O)C1C(=O)N2 (stereo not given)	x	x	-2.9	-2	x	x	1	x	-4	-2.7
Cc1ccc(Cl)cc1NC(=O)CCS(=O)(=O)c1cccc2nonc12	-19	-12	-2.4	-42	12	1.7	-9	8	-2	-3.8
C=CCSc1ccc(S(=O)(=O)N2CCN(C)CC2)cn1	-6	7	-1.4	-4	x	-0.4	0	1	1	-0.3
COc1ccc(S(=O)(=O)N2CCOC23CCN(S(=O)(=O)c2ccc(C)cc2)CC3)cc1	1	1	-0.7	17	x	0.1	8	-8	5	-2.2
CC(C)CNC(=O)c1cc([N+](=O)[O-])ccc1N1CCOCC1	-4	23	x	17	-1	0.5	3	3	-4	-3.8
O=S(=O)(NC1CCCCC1N1CCN(c2ccccc2F)CC1)c1ccc(Cl)cc1 (stereo not given)	9	15	-3.4	5	24	1.9	-5	-15	5	0.4
CCc1ccc(-n2c(SCc3cc(=O)n4cc(Br)ccc4n3)nc3[nH]ncc3c2=O)cc1	-41	24	x	-1	34	-1.3	2	-4	-2	-1.1
CCCCN(C(=O)C1=NN(c2cc(C)ccc2C)C(=O)CC1)c1c(N)n(CCC)c(=O)[nH]c1=O	-3	4	-0.2	10	x	-1.6	-2	3	0	-1.2
Cc1ccc(OCCn2cc(Br)c(=O)[nH]c2=O)cc1	3	-6	0.3	-15	19	2.7	0	7	-2	-4.6
CCc1ccc(N2C(=O)CC(Cn3nc(C)cc3C)C2=O)cc1 (stereo not given)	-1	-1	-0.8	-12	32	2.3	u	-11	0	-0.5
Cc1ccccc1NC(=O)N(O)C1(C#N)CCCCC1	15	-5	x	-19	x	x	3	x	-2	-1.3
CC(C)(C)c1nc[nH]c(=O)c1Br	2	-2	0.1	4	2	x	0	8	3	-0.4
CC(C)(C)NC(=O)C(=O)NNC(=O)c1ccc(C(C)(C)C)cc1	-1	-1	x	-9	30	2.2	-13	6	0	-1.0
CCCC1=NN(c2ccc([N+](=O)[O-])cc2)C(=O)/C1=C\N(C)C	1	17	x	-9	1	-1.1	3	-14	2	0.4
CCCn1c(=O)c2c(C(F)(F)F)cc(-c3cccs3)nc2n(CCC)c1=O	12	-9	-2.2	-5	0	1.0	2	-4	4	-4.7
CCOc1ccc(-c2ncncc2-c2ccccc2OC)c(O)c1	-8	12	-0.1	-7	27	3.1	2	-10	1	-0.9
O=C(c1ccccc1)N(C(=O)c1ccccc1)N1CCCC1	4	1	-1.4	-3	x	x	7	x	-2	-1.8
O=C(CSc1nnc(CNC(=O)c2c(F)cccc2Cl)o1)NCc1ccccc1	4	-3	0.1	11	1	0.7	-1	-9	1	-0.8
CCC(CC)C1=NN2C(=N)/C(=C/c3ccc(OC(=O)c4ccco4)cc3)C(=O)N=C2S1	4	10	-1.0	8	9	1.6	-4	-1	3	4.7
CC(=NCCN(C)C)c1c(O)n(Cc2ccccc2)c(=O)[nH]c1=O	1	5	x	-10	29	1.0	6	10	-2	-1.8
Cc1cccc(NC(=O)Cc2ccc(F)cc2)c1	1	-2	-1.4	1	2	-2.2	4	8	-5	-4.9

# Compound activity as filed in PubChem BioAssay.
